Source: PubChem (Vanderbilt High Throughput Screening Facility)
Cav32 inh – human Cav3.2 channel inhibition, primary screen. B-score at 10 µM. O95180. Cav3.2-expressing cells, Fluo-4 calcium fluorescence FDSS; active compounds read low. AID 449739. hit rate 4% among 100,000;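 active means single-dose well whose peak fluorescence ratio is a statistical outlier from its plate by either plate-standardised score or position-corrected B-score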
* hit, by the source's call.

| Cav32 inh | structure |
| --- | --- |
| -0.03 | [O-][n+]1onc2c3ccnnc3ccc21 |
| -0.16 | O=C(CN1CCOCC1)Nc1ccc(OCc2ccccc2)cc1 |
| 0.0086 | CO/N=C\CC(=O)Nc1ccc(F)cc1 |
| 0.56 | CC1(OC(=O)C2CCCC2)C(=O)C=C2C=C(c3ccsc3)N(CCc3c[nH]c4ccccc34)C=C2C1=O (stereo unspecified) |
| 2 | COc1ccc(C2C(C(=O)O)CC(=O)N2C2CCCCC2)cc1 (stereo unspecified) |
| 0.13 | NC(=O)C1(NC(=O)[C@@H]2CC3(CC(c4cccc(NC(=O)[C@@H]5CCC(=O)N5)c4)=NO3)CN2C(=O)c2ccccc2)CC1 (stereo partly specified) |
| -0.66 | CCO[C@@H]1OC(C(=O)N2CCN(Cc3ccccc3)CC2)=C[C@H](c2ccccc2)[C@H]1CCCO |

Part of the list above, set out differently:
| SMILES | Cav32 inh |
| --- | --- |
| [O-][n+]1onc2c3ccnnc3ccc21 | -0.03 |
| O=C(CN1CCOCC1)Nc1ccc(OCc2ccccc2)cc1 | -0.16 |

Taken from above.
For Cav32 inh, COc1ccc(C2C(C(=O)O)CC(=O)N2C2CCCCC2)cc1 (stereo unspecified) reads 2
For Cav32 inh, CO/N=C\CC(=O)Nc1ccc(F)cc1 reads 0.0086
For Cav32 inh, CC1(OC(=O)C2CCCC2)C(=O)C=C2C=C(c3ccsc3)N(CCc3c[nH]c4ccccc34)C=C2C1=O (stereo unspecified) reads 0.56

Not all compounds are listed, so the mix of outcomes need not match the whole.
